# From PubChem BioAssay
# NR2E3 ag-1 = agonists of human nuclear receptor NR2E3. inhibition of corepressor binding, % at 4.78 µM. GST-NR2E3/biotin-RetCOR TR-FRET, 1536-well. Q9Y5X4. AID 2300. 0.12% of 320,000 active;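 active means percent inhibition above the cutoff of mean plus 3 SD of all tested compounds, set per screening campaign, cut at about 20% in these data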;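 further: 0% = DMSO wells and 100% = biotin wells as full block of FRET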
# Target sequence (Q9Y5X4 whole entry, looked up): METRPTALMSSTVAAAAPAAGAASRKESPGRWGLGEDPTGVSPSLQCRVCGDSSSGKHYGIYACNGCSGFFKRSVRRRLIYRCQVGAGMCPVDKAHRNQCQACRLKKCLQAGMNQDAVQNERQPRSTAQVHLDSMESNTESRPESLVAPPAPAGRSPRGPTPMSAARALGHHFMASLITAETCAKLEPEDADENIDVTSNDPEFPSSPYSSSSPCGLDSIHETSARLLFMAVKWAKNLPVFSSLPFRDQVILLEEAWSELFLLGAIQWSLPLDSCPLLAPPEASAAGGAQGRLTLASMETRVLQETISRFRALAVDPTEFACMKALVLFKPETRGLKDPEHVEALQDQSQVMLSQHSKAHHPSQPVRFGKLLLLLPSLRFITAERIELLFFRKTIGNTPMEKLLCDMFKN
#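 Test system: GST-NR2E3 and biotin-RetCOR proteins | Quantity: 1.35 nM GST-tagged NR2E3 final | Medium: Tris pH 7.5 | Also added: 7 nM biotin-RetCOR | Dosing: Compound at 4.8 µM, single dose | Timing: 5 h at 4 °C | Detection: Time-resolved FRET | Read-out basis: Percent inhibition | Benchmarks: Biotin wells as high control, 0.6% DMSO wells as low control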
# CaV13 FRET inh = Disruptors of the CACNA1D IQ motif to Ca2+-dependent inactivation inhibitor domain association, primary screening, Förster resonance energy transfer in intact living …; inhibition, % at 12.3 µM; HEK cells, CFP/YFP FRET ICDI-IQ, plate reader, 10 min; percent FRET-ratio fall versus neutral wells; 0.098% of 340,000 active;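 active means mean replicate inhibition of at least 30% and at least 1% of replicates passing that level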;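 further: 0% = median of the neutral control wells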
# MITF TRPM1 inh = MITF TRPM1 promoter inhibition in SK-MEL-5 cells; inhibition, % at 12.5 µM; SK-MEL-5 TRPM1 promoter luciferase, 24 h; 0.83% of 330,000 active;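 active means mean inhibition across replicates of 60% or more, whatever share of single replicates reaches that level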; further: values of inactives mirror those of a sister screen read the other way
# hiPSC survival = enhancers of human iPSC single-cell survival. AID 602274. survival enhancement, % at 20 µM. 0.044% of 360,000 active. hiPSC single-cell survival, ATPlite luminescence; 100% = ROCK inhibitor wells, 0% = DMSO; in the data active means survival enhancement above about 18%;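 further: cells exposed to compounds for 16 hours before the ATP read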
# H9c2 protect = protects H9c2 cardiomyocytes from peroxide injury. H2O2 injury protection, ATPLite, 2 h. protection from H2O2 cell death, % at 20 µM. 0.63% of 360,000 active;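 active means compounds giving at least 50% protection of heart cells from peroxide-induced death in the single-dose screen, raw or plate-pattern-corrected value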;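 further: 0% = DMSO wells with peroxide and 100% = DMSO wells without peroxide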
# HTR2A ag = mouse HTR2A agonism via beta-arrestin recruitment; CHO-K1 mHTR2A beta-arrestin complementation, luminescence; percent of 30 µM serotonin response; activation, % at 7.6 µM; AID 624169; P35363; 0.66% of 360,000 active;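 active means activation above a run cutoff, the mean activation of all tested compounds plus 3 SD, cut at about 14% in these data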;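 further: 0% = plate median of compound wells and 100% = 30 µM serotonin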
# PDI turbidity = blocks human protein disulfide isomerase activity. P07237. PDI insulin aggregation turbidity, A650, 90 min. inhibition, % at 10 µM. 0.052% of 350,000 active. AID 588391;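 active means mean inhibition across replicates of 30% or more, whatever share of single replicates reach that level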;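 further: absorbance from insulin aggregation driven by PDI reduction with DTT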
# Target sequence (P07237 whole entry, looked up): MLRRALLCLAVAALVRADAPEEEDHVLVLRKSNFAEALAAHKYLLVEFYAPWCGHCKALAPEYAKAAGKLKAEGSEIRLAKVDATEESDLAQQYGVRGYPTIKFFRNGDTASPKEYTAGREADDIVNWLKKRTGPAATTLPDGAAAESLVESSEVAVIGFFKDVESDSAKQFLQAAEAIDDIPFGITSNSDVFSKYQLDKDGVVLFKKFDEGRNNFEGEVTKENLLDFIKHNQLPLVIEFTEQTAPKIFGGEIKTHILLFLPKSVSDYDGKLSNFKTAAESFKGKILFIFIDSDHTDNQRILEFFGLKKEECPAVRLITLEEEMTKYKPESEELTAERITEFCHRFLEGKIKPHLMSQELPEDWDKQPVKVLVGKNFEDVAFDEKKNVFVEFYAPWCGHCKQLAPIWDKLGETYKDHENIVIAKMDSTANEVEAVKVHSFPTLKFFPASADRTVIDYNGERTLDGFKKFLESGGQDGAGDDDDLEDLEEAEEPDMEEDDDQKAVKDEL
# Shn3 3UTR inh = Schnurri-3 reporter inhibition in Clone20 osteoblasts. Clone20 osteoblast Shn3 3'UTR firefly luciferase, 24 h. inhibition, % at 12.5 µM. 0.52% of 360,000 active. AID 588674;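 active means mean inhibition of at least 75% with every replicate also reaching 75%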;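 further: 0% = median of neutral control wells and 100% = pilot-screen positive control compound; some compounds past the cut are filed as inactive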
# HIF-2a inh = inhibitors of HIF-2a | 786-0 RCC cells HIF-2a reporter, luciferase luminescence, overnight | inhibition, % at 18.8 µM | 0.72% of 360,000 active | AID 624352;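 active means inhibition of the luminescence signal of 40% or more relative to plate controls, in a single-dose primary screen at 18.75 µM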
# NR2E3 ag-2 = activates human NR2E3 receptor. CHO-S Gal4-NCOR/VP16-NR2E3 two-hybrid, luciferase. inhibition of corepressor binding, % at 3.98 µM. 0.35% of 360,000 active. AID 602229;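 active means inhibition above the mean of all tested compounds plus 3 SD, cut at about 70% in these data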;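 further: 0% = DMSO with NR2E3 transfected cells and 100% = cells lacking NR2E3 construct; higher means lower luciferase signal from less NR2E3 corepressor binding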
# Peg3 promoter = inhibitors of Peg3 promoter | 1.7% of 360,000 active | AID 588405 | HeLa PEG-Prom luciferase reporter, luminescence, overnight | inhibition, % at 20 µM;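 active means inhibition of at least 50% at 20 µM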
# Numbers without * were called inactive; nt = no result given.
# Values in the order: NR2E3 ag-1	CaV13 FRET inh	MITF TRPM1 inh	hiPSC survival	H9c2 protect	HTR2A ag	PDI turbidity	Shn3 3UTR inh	HIF-2a inh	NR2E3 ag-2	Peg3 promoter
- C[C@@H]1CN([C@@H](C)CO)C(=O)Cc2cc(NC(=O)Nc3ccc(F)cc3)ccc2O[C@@H]1CN(C)Cc1ccc(Cl)c(Cl)c1
→ nt	-10	20	-1.0	-7	-6	1	27	-39	-16	85*
- O=C(CC(=O)c1c(F)cccc1Cl)c1ccccc1O
→ 2	-4	4	0.5	9	2	-3	-11	-21	-20	15
- COc1ccc(NC(=O)CSc2nc(O)cc(=O)[nH]2)c(OC)c1
→ -2	-3	6	-0.1	8	6	3	-25	20	-24	21
- COc1cc(OC)cc(-c2sc3ccc(OC)cc3c2-c2ccc(OCCN3CCCCC3)cc2)c1
→ nt	nt	-5	1.1	-23	6	0	14	-23	-2	90*
- COc1ccccc1-c1ccc(NC2CCCCC2)nn1
→ 2	nt	-84	-2.4	-13	1	2	-23	-194	-100	-188
- Cc1cc(C)n(S(=O)(=O)c2ccc(C(C)(C)C)cc2)n1
→ -2	-9	8	-2.2	-8	1	-9	-68	19	-5	-2
- CCCCNC(=O)Nc1nc2ccccc2s1
→ 4	11	-79	-2.0	-12	3	7	-47	-264	-144	-271
- COc1ccc([N+](=O)[O-])cc1N(CC(O)Cn1nnc2ccccc21)S(=O)(=O)c1ccc(C)cc1 (centres undefined)
→ 3	-4	0	0.8	10	1	-7	-15	26	19	11
- Cc1cccc(OCC(=O)Nc2ccc(C(=O)Nc3ccccc3C(=O)O)cc2)c1
→ nt	-5	nt	4.1	2	4	1	-3	-10	12	-6
- Oc1ccc(Br)cc1C=Nc1ccc(Cl)cc1
→ 1	-4	-3	0.3	50*	6	-3	21	3	-3	13
- COc1ccccc1NC(=S)NCCC(c1ccccc1)c1ccccc1
→ 2	-20	4	-2.2	-7	-1	9	5	29	-4	24
- CCOC(=O)C1CCCN(c2c(NCCc3ccc(Cl)cc3)c(=O)c2=O)C1 (centres undefined)
→ -4	6	2	-0.4	10	7	-5	-8	19	15	8
- Cc1ccc(C(=O)NCCNC(=O)Cc2ccccc2)cn1
→ -2	-7	10	-0.4	-1	-1	-3	14	-4	-12	0
- CN(Cc1ccccc1)C(=O)c1ccc(Nc2nc(C(N)COCc3ccccc3)cs2)nc1 (centres undefined)
→ nt	-6	nt	0.2	11	-3	-5	9	2	13	24
- COC(=O)C1=C(O)/C(=C\c2cc(C)n(-c3ccccc3F)c2C)N=C1C
→ 2	1	-30	-0.6	-4	0	3	8	-8	1	-3
- COc1ccc(S(N)(=O)=O)cc1C(=O)OCC(=O)Nc1sccc1C#N
→ nt	-9	-7	0.9	9	4	-4	-7	11	-7	-4
- CC(C)CCC(CCN1CCCC1)c1ccc2c(c1)OCO2 (centres undefined)
→ 3	-5	-9	-0.7	-2	-6	2	17	5	-7	-16
- Nc1c(N(C(=O)Nc2ccc(Cl)c(Cl)c2)C2CCCC2)c(=O)[nH]c(=O)n1Cc1ccccc1
→ 2	nt	77*	1.0	-11	-3	-7	30	40*	-3	48
- CCOC(=O)c1oc2ccc(S(=O)(=O)Nc3ccc4c(c3)n(C)c(=O)n4C)cc2c1C
→ -3	-5	18	-1.2	-13	1	-7	71	-7	77*	27
- Cc1ccc(-n2nc(C)c3c2OC(N)=C(C#N)C3c2ccccc2F)cc1 (centres undefined)
→ -1	nt	11	4.5	4	4	8	2	4	16	24
- O=C(OCCOc1ccc(Cl)cc1)c1cc(S(=O)(=O)N2CCCCC2)ccc1N1CCOCC1
→ nt	-7	21	-0.5	-16	-4	6	90*	15	51	1
- O=C(NCCSc1ccc(Cl)cc1)c1ccc(CN2CCOCC2)cc1
→ 0	5	8	1.8	-4	3	8	28	5	10	18
- COc1ccc(OCCNC(=O)c2cccc(Oc3ccc(C(F)(F)F)cc3[N+](=O)[O-])c2)cc1
→ 1	-18	36	-0.3	-9	-7	-3	30	22	2	22
- CCOC(=O)C1C(=O)OC(C)(C)C1C(CC)C(=O)c1c(C)cc(C)cc1C (centres undefined)
→ 4	-5	nt	-0.2	-4	0	0	nt	21	-27	20
- COC(=O)c1c(NC(=O)c2ccc([N+](=O)[O-])o2)sc2c1CCN(C(C)C)C2
→ 7	-6	63*	0.0	-1	-2	-4	4	29	-5	94*
- COC(=O)CSc1nc2cc(OC)ccc2n1C
→ -1	-15	-1	-0.6	2	1	-1	-1	-7	7	-4
- COC(=O)C1=CNC=C(C(=O)OC)C1c1cccc(OC)c1
→ -3	nt	1	-1.0	-3	-2	-3	-14	12	2	11
- CCOc1ccc(S(=O)(=O)N2CCc3ccccc3C2)cc1
→ 4	nt	-3	0.5	-13	-6	-2	17	1	15	3
- CCCc1cc(=O)oc2c(C)c(O[C@@H]3O[C@H](CO)[C@@H](O)[C@H](O)[C@H]3O)ccc12
→ -3	-4	2	0.7	32	4	5	-6	13	-1	22
- COc1ccc(OC)c(NC(=O)CSc2nc(=O)n(CCN3CCOCC3)c3c2CCC3)c1
→ -1	-5	-2	0.9	0	3	-12	3	3	5	-10
- CSCCC1NC(=O)N(C(C)C(=O)Nc2cc(Cl)cc(Cl)c2)C1=O (centres undefined)
→ -3	-3	3	-0.2	-3	0	2	9	6	19	10
- CCN(CC)S(=O)(=O)c1ccc(C)c(NC(=O)CN(C)C)c1
→ 11	-9	-6	0.9	1	-3	7	-61	12	-9	-8
- CC(=O)NCc1ccc(-c2csc(NC(=O)CCCc3nc4ccccc4c(=O)[nH]3)n2)cc1
→ 2	-6	3	0.0	42	-1	5	9	3	-7	9
- CCCCOc1ccc(C2CCC(C(C)=O)C(C)C2)cc1 (centres undefined)
→ -5	-4	-69	1.2	-12	3	-5	-13	-178	-12	-198
- O=C(N[C@@H](Cc1ccccc1)C(=O)OCc1ccccc1)c1ccco1
→ nt	-2	-9	1.6	8	-1	2	-7	1	-16	5
- CCOc1ccc(C(=O)N/N=C(/C)C2C(=O)c3ccccc3C2=O)cc1
→ 1	-1	-11	-0.9	4	2	6	7	-3	-12	-4
- CCC1CCc2sc(C(=O)NCC(c3ccc(OC)cc3)N3CCOCC3)cc2C1 (centres undefined)
→ 2	-7	10	-3.9	-11	-19	8	26	-3	-3	5
- O=C(CSc1nnc(-c2ccccc2)n1Cc1ccco1)NCc1ccc2c(c1)OCO2
→ 0	nt	1	-1.6	3	-5	6	-5	19	-7	24
- COc1ccc(OC)c(C2NC(=S)NC3=C2N2CCC3CC2)c1 (centres undefined)
→ -2	-4	1	-0.2	5	2	0	-1	17	24	9
- CC(=O)Nc1ccc(NC(=O)[C@@H](NC(=O)N2C[C@H]3C[C@@H](C2)c2cccc(=O)n2C3)C(C)C)cc1
→ -4	nt	-4	1.1	1	0	nt	-14	11	-25	-3
- O=c1[nH]cnc2scc(-c3cccs3)c12
→ -4	nt	2	-0.4	-2	2	2	-8	11	-9	2
- CC1CC2(CCCC2)Nc2ccc(F)cc21 (centres undefined)
→ -2	-14	3	1.2	-6	1	-58	7	10	-8	5
- CNS(=O)(=O)c1cccc(C(=O)OCC(=O)N(CCC#N)c2ccccc2)c1
→ -1	0	11	-0.3	2	4	4	-8	16	-9	6
- CCCc1cc(=O)oc2cc(OCC(=O)Nc3ccc(CN4CCOCC4)cc3)c(Cl)cc12
→ 1	-14	-10	0.5	20	3	1	5	-13	-13	11
- O=C(Cc1ccccc1)NCc1nc2ccccc2[nH]1
→ 5	-5	-7	-0.5	4	10	12	-37	4	-1	1
- O=C(NCc1ccccn1)C1CCN(S(=O)(=O)c2cc(Cl)ccc2Cl)CC1
→ 0	-6	7	-0.6	-2	2	-2	0	8	3	0
- CCc1onc(C)c1C(=O)Nc1ccc2c(c1)OCO2
→ 0	6	8	0.1	8	0	2	-10	16	-23	0
- COc1ccc(CCN2CC(C(=O)N(C)CC(=O)Nc3cccc(F)c3)CC2=O)cc1OC (centres undefined)
→ 1	-5	-1	-0.5	-2	14	0	0	14	-4	8
- COc1ccc2c(c1)OC(=O)CC2c1ccccc1OC (centres undefined)
→ nt	-6	5	-1.5	-1	16*	1	5	-2	10	-14
- CN(C)CCN(C(=O)c1ccc2ccccc2c1)c1nc2c(F)cccc2s1
→ -3	-17	-7	0.0	12	-1	3	3	-15	-5	-38

# Additional records
# Values in the order: NR2E3 ag-1	CaV13 FRET inh	MITF TRPM1 inh	hiPSC survival	H9c2 protect	HTR2A ag	PDI turbidity	Shn3 3UTR inh	HIF-2a inh	NR2E3 ag-2	Peg3 promoter
- Cc1nnc(SCC2=C(C(=O)O)N3C(=O)C(NC(=O)Cn4nc(C(F)F)cc4C)C3SC2)s1 (centres undefined)
→ -1	5	0	1.2	7	0	-4	12	8	-41	9
- Cc1ccccc1-c1cc(C(=O)O)n(CC2CC(c3cccnc3)=NO2)n1 (centres undefined)
→ -1	-12	0	-2.4	3	0	-5	7	3	12	-7
- CN(C)S(=O)(=O)c1cccc(NC(=O)COC(=O)c2ccc([N+](=O)[O-])o2)c1
→ 1	-5	-1	0.4	102*	-1	8	-15	8	4	11
- Cc1c(NC(=O)CCc2ccc(S(=O)(=O)N3CCOCC3)cc2)c(=O)n(-c2ccccc2)n1C
→ nt	-7	-2	-0.8	-2	-2	-3	-2	13	13	11
- CCOc1ccc(CNc2ccc(CNc3ncn[nH]3)cc2)cc1
→ 0	4	1	0.8	-6	-4	-5	4	-20	-27	0
- Cc1cccc(NNC(=O)C(=O)NNc2cccc(C)c2)c1
→ 0	-3	-15	-0.6	0	3	3	-45	12	41	18
- COCCNC(=O)C1CCC(CNS(=O)(=O)c2ccccc2)CC1 (centres undefined)
→ -1	-4	nt	-0.5	6	3	9	5	17	8	9
- COc1ccccc1NS(=O)(=O)c1ccc(C)c(C(=O)NCC(c2cccs2)N2CCOCC2)c1 (centres undefined)
→ nt	-6	0	0.2	7	19*	0	1	5	18	2
- COCCCNC(=O)CCc1c(C)nc2c(-c3ccc(F)cc3)c(C)nn2c1C
→ 2	-4	4	0.2	6	-6	-6	13	20	15	-8
- Cc1ccc(C)c2c1[nH]c1ccc([N+](=O)[O-])cc12
→ 1	-4	14	0.9	-10	1	10	3	-26	-7	-5
- O=C1C2C(C(=O)N1/N=C/c1cccc([N+](=O)[O-])c1)C1C=CC2C12CC2 (centres undefined)
→ 0	-5	-38	-1.7	6	4	14	-33	-184	-24	-138

# 2 compounds from above, reduced to HIF-2a inh.
Compound,HIF-2a inh
Cc1c(NC(=O)CCc2ccc(S(=O)(=O)N3CCOCC3)cc2)c(=O)n(-c2ccccc2)n1C,13
O=C1C2C(C(=O)N1/N=C/c1cccc([N+](=O)[O-])c1)C1C=CC2C12CC2 (centres undefined),-184
